Source: PubChem
MCL1-BIM inh = inhibitors of MCL1 binding to BIM-BH3, primary screen, biochemical, fluorescence polarization. hit rate 0.68% among 320,000. inhibition, % at 10.9 µM. Induced myeloid leukemia cell differentiation protein Mcl-1 (Homo sapiens), Q07820. GST-MCL1 / FITC-Bim-BH3 fluorescence polarization. AID 2057, 2009;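 active = inhibition above the mean inhibition of all tested compounds plus 3 SD, set per campaign, cut at about 40% in these data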;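 also: 0% = DMSO wells and 100% = unlabeled Bim-BH3 peptide control; higher means more loss of mP so more displacement of Bim peptide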
Target sequence (Q07820 whole entry, looked up): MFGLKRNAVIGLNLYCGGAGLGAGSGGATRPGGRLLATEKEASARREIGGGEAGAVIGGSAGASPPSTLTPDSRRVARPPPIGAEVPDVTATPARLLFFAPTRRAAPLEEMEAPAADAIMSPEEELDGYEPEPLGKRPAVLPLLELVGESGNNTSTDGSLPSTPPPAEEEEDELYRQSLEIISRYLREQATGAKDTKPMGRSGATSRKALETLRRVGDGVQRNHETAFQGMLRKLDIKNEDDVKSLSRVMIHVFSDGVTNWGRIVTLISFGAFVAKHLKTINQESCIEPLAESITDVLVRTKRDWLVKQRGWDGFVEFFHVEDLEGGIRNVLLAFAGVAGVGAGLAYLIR
BCLXL inh = inhibitors of human Bcl-xL, primary screen, biochemical, fluorescence polarization, HTS; Bcl-2-like protein 1 (Homo sapiens), Q07817; GST-Bcl-xL / FITC-Bim BH3 peptide fluorescence polarization; inhibition, % at 10.9 µM; hit rate 0.7% among 320,000;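 active = inhibition above the mean of all tested compounds plus 3 SD, cutoff set per campaign, cut at about 30% in these data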;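 also: 0% = DMSO wells and 100% = unlabeled Bim-BH3 peptide competitor; inhibitors lower millipolarization by displacing the labeled peptide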
Target sequence (Q07817 whole entry, looked up): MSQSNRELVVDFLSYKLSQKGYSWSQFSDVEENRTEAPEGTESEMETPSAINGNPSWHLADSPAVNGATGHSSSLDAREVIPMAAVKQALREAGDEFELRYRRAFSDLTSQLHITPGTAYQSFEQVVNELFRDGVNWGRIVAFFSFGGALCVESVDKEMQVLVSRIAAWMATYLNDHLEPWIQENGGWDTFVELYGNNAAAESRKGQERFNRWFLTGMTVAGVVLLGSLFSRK
PME-1 inh = PME-1 inhibitors via competitive probe labeling, primary screen, biochemical, fluorescence polarization, FP-Rh probe, HTS; Protein phosphatase methylesterase 1 (Homo sapiens), Q9Y570; AID 2130, 2009; recombinant PME-1; inhibition, % at 5.9 µM; hit rate 0.53% among 320,000;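 active = inhibition above the campaign mean of all compounds plus 3 SD, cut at about 26% in these data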;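 also: competitive labeling of PME-1 active site by serine hydrolase directed probe; 0% = PME-1 with DMSO and 100% = wells lacking PME-1 enzyme; inhibitors block probe labeling so polarization falls and inhibition rises; many of its hits are not listed in these tables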
PAD4 FP inh = human PAD4 inhibitors, primary screen, biochemical, fluorescence polarization, 1536-well format | recombinant PAD4, RCA probe fluorescence polarization | AID 485272, 2010 | hit rate 0.41% among 330,000 | inhibition, % at 6.36 µM | Protein-arginine deiminase type-4 (Homo sapiens), Q9UM07;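 active = percent inhibition above a cutoff equal to the mean of all tested compounds plus 3 SD, cut at about 15% in these data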;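 also: 0% = PAD4 with RCA probe and DMSO and 100% = probe without PAD4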
MEX-5 binding = MEX-5 zinc finger RNA-binding disruptors – biochemical, C. elegans, fluorescence polarization, MLPCN library, primary screen; Zinc finger protein mex-5 (Caenorhabditis elegans), Q9XUB2; MEX-5/FITC-TCR2 RNA binding; stronger effect = lower value; activity score (negative = inhibition of binding), % at 10 µM; hit rate 0.38% among 300,000;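 active = inhibition past about -25% in most replicates, and total fluorescence under double the plate's negative control median, limit read from the data; inconclusive = replicates evenly split on the limit, or fluorescence at least double controls; inactive = too little inhibition in most replicates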;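 also: 0% = DMSO and -100% = 5 µM competing unlabeled TCR2 RNA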
Target sequence (Q9XUB2 whole entry, looked up): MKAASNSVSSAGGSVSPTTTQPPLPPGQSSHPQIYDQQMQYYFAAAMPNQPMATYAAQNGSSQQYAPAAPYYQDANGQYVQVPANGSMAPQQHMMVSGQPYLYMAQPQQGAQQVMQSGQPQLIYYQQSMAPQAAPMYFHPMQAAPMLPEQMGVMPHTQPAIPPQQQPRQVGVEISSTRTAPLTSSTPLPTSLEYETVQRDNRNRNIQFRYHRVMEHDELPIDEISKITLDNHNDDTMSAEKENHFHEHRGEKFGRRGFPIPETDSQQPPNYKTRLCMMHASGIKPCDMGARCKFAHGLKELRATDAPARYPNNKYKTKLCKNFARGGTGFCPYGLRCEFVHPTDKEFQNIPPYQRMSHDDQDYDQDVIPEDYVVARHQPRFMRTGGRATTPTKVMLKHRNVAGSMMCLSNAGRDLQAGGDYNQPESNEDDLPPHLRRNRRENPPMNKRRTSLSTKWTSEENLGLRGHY
GLD-1 TGE inh = GLD-1/TGE RNA complex disruptors, primary screen, biochemical, fluorescence polarization; inhibition, % at 5.96 µM; hit rate 0.44% among 320,000; Female germline-specific tumor suppressor gld-1 (Caenorhabditis elegans), Q17339; purified GLD-1 + fluorescein TGE RNA;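 active = percent inhibition above a per-plate cutoff, the plate mean of test compounds plus 3 SD, cut at about 30% in these data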;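 also: 0% = DMSO wells with GLD-1 and probe and 100% = wells lacking GLD-1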
GSTO1 counter = inhibitors of recombinant GSTO1, primary screen, counter-screen for RBBP9 inhibitor project, biochemical, fluorescence polarization. Glutathione S-transferase omega-1 (Homo sapiens), P78417. activity-based probe fluorescence polarization. inhibition, % at 5.96 µM. hit rate 1.1% among 300,000. AID 1974, 2009;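 active = inhibition above the campaign mean inhibition plus 3 SD, cut at about 35% in these data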;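 also: 0% = GSTO1-1 with DMSO and 100% = wells lacking GSTO1-1 enzyme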
TPT1 inhibitor = Candida albicans TPT1 enzyme inhibitors, primary screen, biochemical, fluorescence polarization | recombinant caTPT1, FP RNA substrate dephosphorylation | inhibition, % at 5 µM | hit rate 0.81% among 300,000 | AID 1962, 2009;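 active = inhibition above the mean of all tested compounds plus 3 SD, set per screening campaign, cut at about 24% in these data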;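 also: plate controls were DMSO alone for no effect and ferristatin control at 100 nM for full effect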
Fam108B inh = mouse Fam108B serine hydrolase inhibitors, primary screen, counter-screen for RBBP9 inhibitor project, biochemical, fluorescence polarization | hit rate 0.33% among 300,000 | recombinant Fam108B, FP-Rh probe fluorescence polarization | inhibition, % at 9.51 µM;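 active = inhibition above the screen mean inhibition plus 3 SD, computed separately per campaign, cut at about 18% in these data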;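 also: inhibitors lower polarization as less probe binds the enzyme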
* hit, by the source's call; ? = inconclusive; · = no result given. The list is partial; rates above refer to the full screens.

Sample of the layout:
SMILES	MCL1-BIM inh	BCLXL inh	PME-1 inh	PAD4 FP inh	MEX-5 binding	GLD-1 TGE inh	GSTO1 counter	TPT1 inhibitor	Fam108B inh
O=C1CCC(/C=C/c2ccccc2)=NN1Cc1ccc(Cl)c(Cl)c1	0	5	-4	0	0.9	0	-4	-1	-1
COc1cccc(NC(=S)N2CCCC2)c1	-1	-2	-1	-1	-2.1	-4	3	2	1
COc1cc(OC)c(C2=NOC(C(=O)NCCc3ccccc3)C2)cc1Cl (stereo not drawn)	-3	-3	2	0	-1.0	9	3	2	2
COc1ccc(S(=O)(=O)NCc2ccccn2)cc1OC	-2	2	0	0	-0.3	-3	2	-1	0
CCn1nc(NC(=O)c2ccco2)c2cc3cc(C)ccc3nc21	8	8	-7	8	1.0	-5	-1	2	-2

This part in full, repeating the preview:
SMILES	MCL1-BIM inh	BCLXL inh	PME-1 inh	PAD4 FP inh	MEX-5 binding	GLD-1 TGE inh	GSTO1 counter	TPT1 inhibitor	Fam108B inh
O=C1CCC(/C=C/c2ccccc2)=NN1Cc1ccc(Cl)c(Cl)c1	0	5	-4	0	0.9	0	-4	-1	-1
COc1cccc(NC(=S)N2CCCC2)c1	-1	-2	-1	-1	-2.1	-4	3	2	1
COc1cc(OC)c(C2=NOC(C(=O)NCCc3ccccc3)C2)cc1Cl (stereo not drawn)	-3	-3	2	0	-1.0	9	3	2	2
COc1ccc(S(=O)(=O)NCc2ccccn2)cc1OC	-2	2	0	0	-0.3	-3	2	-1	0
CCn1nc(NC(=O)c2ccco2)c2cc3cc(C)ccc3nc21	8	8	-7	8	1.0	-5	-1	2	-2
Cc1ccc2nc(C)c(C(=O)N/N=C/c3ccc(C(=O)O)cc3)cc2c1	4	5	0	4	-1.0	6	3	-6	0
COc1ccc(/C=C2\SC(=O)N(CCC(=O)NCCCn3ccnc3)C2=O)cc1	-1	1	4	-2	-0.6	0	15	1	0
CCC(C)NC(=O)CCc1c(C)nc2nc(-c3cc(OC)cc(OC)c3)nn2c1C (stereo not drawn)	-8	0	1	-1	-3.1	4	0	-1	-1
Cc1cc(C)c(NC(=O)CS(=O)CC(=O)N2CCN(c3ccc(F)cc3)CC2)c(C)c1 (stereo not drawn)	7	7	-6	-2	-0.1	9	8	-4	-1
Cc1ccc(-c2nc3c(=O)n(C)c4ccccc4c3o2)cc1	6	2	-21	1	2.1	0	1	-4	0
COc1ccccc1NC(=O)Nc1ncccc1C	-1	4	1	0	2.6	4	-8	-1	-3
COc1ccc(N(CC(=O)Nc2ccc3c(c2)OCO3)S(=O)(=O)c2ccccc2)c(OC)c1	-1	7	3	-3	1.8	8	1	0	2
O=C(/C(=C(/[O-])c1ccccc1)[n+]1ccccc1)c1ccc([N+](=O)[O-])cc1	-8	0	-9	-4	-0.9	3	1	-3	3
CC(CCc1ccccc1)NC(=O)CNc1cccc([N+](=O)[O-])c1 (stereo not drawn)	-4	3	7	-4	0.7	0	4	-1	-4
Cc1ccc(Nc2nc(NCCCN3CCOCC3)nc(N)c2[N+](=O)[O-])cc1C	10	5	7	0	1.7	-1	3	-5	7
CCNS(=O)(=O)c1cc(Br)ccc1OC	7	-2	2	-3	0.8	6	1	-2	0
O=C(NC1CCS(=O)(=O)C1)N1CCCCC1 (stereo not drawn)	-1	-5	0	3	-1.5	-3	8	2	-1
COc1ccccc1N(C(=O)CNC(=O)c1ccco1)C(C(=O)NC1CCCC1)c1ccncc1 (stereo not drawn)	3	7	-4	0	2.6	3	-2	-3	-1
CCOc1cc2c(cc1OCC)C(C(=O)O)C(c1cc(OC)c(OC)c(OC)c1)N(C)C2=O (stereo not drawn)	-11	-1	-3	0	3.0	4	-2	-1	1
CCCCOc1ccccc1Cn1c(=O)oc2ccccc21	1	0	2	-10	1.6	4	-2	2	4
Cc1ccc2cc(C)c(SCC(=O)Nc3cc(C)on3)nc2c1	-1	6	-6	1	5.8	7	-2	0	0
COc1ccc(NC(=O)Cn2nc(C)c([N+](=O)[O-])c2C)cn1	2	1	5	0	-1.2	10	13	0	-3
Cc1cc(C)n(-c2ncnc3sc(C)c(C)c23)n1	15	4	1	-3	-0.1	2	-5	2	-4
COc1ccc(CNC(=O)C(c2ccncc2)N(C(=O)Cc2cccs2)c2cccc(C)c2)cc1 (stereo not drawn)	-2	-2	-2	-7	1.9	0	5	0	5
CCN(CC)c1ncnc2scc(C3COc4ccccc4O3)c12 (stereo not drawn)	1	3	4	-2	-2.4	-2	0	3	6
SMILES	MCL1-BIM inh	BCLXL inh	PME-1 inh	PAD4 FP inh	MEX-5 binding	GLD-1 TGE inh	GSTO1 counter	TPT1 inhibitor	Fam108B inh
O=S(=O)(Cc1ccccc1)c1ccccc1-c1nnc(-c2ccccc2)o1	3	6	-1	-1	1.2	3	-14	8	-3
COc1cc(/C=N/NC(=O)c2c(-c3ccccc3)noc2C)cc(OC)c1OC	-3	4	0	0	-1.2	2	4	0	0
CN(C)c1ccc(/C=C/c2cc[n+]([O-])cc2)cc1	109*	101*	5	-6	?	52*	3	-11	-3
CCCCN(C(=O)NC(=O)Nc1ccccc1C)S(C)(=O)=O	4	5	-7	3	0.5	-2	-6	-1	2
Cc1ccc(Cn2ncc3c(N4CCOCC4)ncnc32)cc1	-2	1	3	-3	·	6	7	-2	3
CCCn1c(CCC(=O)O)nc2cc(S(N)(=O)=O)ccc21	-7	-6	-5	3	0.7	-1	3	1	-5
Cc1cc(N2CCCCC2)nc(N2CCOCC2)n1	4	11	-7	1	1.4	6	2	0	-2
C/C(=N\O)c1oc2ccc3c(C)cc(=O)oc3c2c1C	-2	3	-8	-2	-1.4	1	-1	1	-6
CCn1c(SCC(=O)Nc2ccc(S(=O)(=O)Nc3ccccn3)cc2)nnc1-c1ccncc1	-7	-6	-5	4	0.4	7	6	-3	6
Cc1onc(-c2ccccc2Cl)c1C(=O)Nc1c(C)n(C)n(-c2ccccc2)c1=O	7	0	2	1	-0.2	1	2	-3	-1
O=C1NC(NS(=O)(=O)c2ccc(Cl)cc2)(C(F)(F)F)C(=O)N1Cc1cccnc1 (stereo not drawn)	-3	-4	1	-8	-2.0	6	5	2	3
COc1ccc(C(=O)NCC(=O)N/N=C/C(C)=C/c2ccccc2)cc1OC	2	6	-5	7	1.1	7	1	-3	3
Cc1cc(C)n(CC(=O)O)n1	-1	1	-6	2	-2.4	0	-2	3	1
Cc1sc(/C=C2\C(=O)ON=C2c2ccccc2)cc1Br	-15	-6	4	-4	-31*	-10	3	0	-3
Nc1nncn1C(=O)c1cc(Br)ccc1Cl	-5	-1	-2	0	4.7	-6	2	0	0
Cn1cccc1/C=N/NC(=O)Cc1cccs1	7	3	-1	7	1.4	6	6	4	2
CC(=O)Cc1nsc(NC(=O)c2ccc(Cl)cc2Cl)n1	-6	1	2	3	-0.4	12	-15	-1	1
COc1ccccc1CNC(=O)CS(=O)(=O)c1ccc(C)cc1	-4	-1	-5	0	-0.8	0	1	0	-5
CC(C)C(=O)Nc1cc2c(cc1C(=O)c1ccccc1)OCCO2	11	7	-2	1	0.0	6	1	4	1
CNC(=O)NC(=O)COC(=O)c1ccccc1OCc1ccccc1	5	2	-3	-2	0.7	8	2	0	4
CC(C)CCN(C(=S)NC(=O)C1CCCCC1)c1c(N)n(Cc2ccccc2)c(=O)[nH]c1=O	5	4	1	-2	0.6	-4	16	-3	-2
Cc1cc(C)c(S(=O)(=O)c2ccccc2)c(OC(=O)c2ccc(Cl)cc2Cl)n1	0	3	-6	2	·	4	0	-5	-2
Cc1cccc(N2CCN(C(=O)CCCn3c(=O)c4cccn4c4cccnc43)CC2)c1C	4	4	-1	-3	-1.2	3	7	-2	-2
Cc1onc(-c2c(Cl)cccc2Cl)c1NC(=O)NN(C)c1ccc([N+](=O)[O-])cn1	-6	-5	6	-2	1.0	5	-5	3	-3
COc1ccc(NC(=O)C(=O)N/N=C(\C)CC(=O)Nc2cc(C)ccn2)c(OC)c1	0	1	-7	-6	1.2	6	-1	-3	-1
SMILES	MCL1-BIM inh	BCLXL inh	PME-1 inh	PAD4 FP inh	MEX-5 binding	GLD-1 TGE inh	GSTO1 counter	TPT1 inhibitor	Fam108B inh
O=C(Nc1cccnc1)c1cc(-c2cccc(Cl)c2)on1	-4	5	-1	-7	4.8	2	-3	0	-7
COc1ccc(-c2nc(CS(=O)CC(=O)N3CCOCC3)c(C)o2)cc1OC (stereo not drawn)	1	-4	-4	-3	·	0	5	-1	-7
Cc1ccccc1CN1CCN(CC2CC2)CC1CCO (stereo not drawn)	-1	4	1	2	2.5	-1	2	0	1
Cc1cccc(NC(=O)c2ccc3c(c2)C(=O)N(Cc2cccnc2)C3=O)c1C	-2	-1	1	1	-2.3	3	3	-2	2
c1ccc(COc2ccc3nocc3c2)cc1	10	4	0	-5	-2.5	6	9	-1	-2
COCCNC(=O)C(C)N1c2cccc3cccc(c23)S1(=O)=O (stereo not drawn)	3	-1	1	-2	-1.3	6	-7	0	-5
Cc1cc(C)c(C)c(S(=O)(=O)N2CCC(C(=O)NNC(=O)c3ccccc3O)CC2)c1C	10	1	6	3	-0.8	-12	-5	-1	2
O=C(c1ccco1)N1CCN(CCOCCOc2cccc3ccccc23)CC1	-2	-2	-1	-8	-0.5	2	-4	-1	1
CCN(CC)S(=O)(=O)c1ccc(OC)c(NC(=O)CC2CCCC2)c1	-16	0	-3	0	0.3	2	-3	-2	0
CCOC(=O)Cn1c(=O)oc2cc(S(=O)(=O)N3CCc4ccccc43)ccc21	0	0	5	-4	-4.0	-1	0	-3	1
C#CCn1c(=NC(=O)c2ccc(S(=O)(=O)N3CCc4ccccc4C3)cc2)sc2cc(S(N)(=O)=O)ccc21	-6	0	-46	-15	-5.2	4	-15	-3	-31
Clc1ccccc1Oc1cnc2ccccc2n1	2	2	-2	-2	0.4	1	5	0	1
Cc1cc(C)nc(NC(=O)c2c(Cl)cccc2Cl)n1	10	10	-2	-3	0.4	0	6	-1	6
CCOc1cc(/C=N/NC(=O)C(=O)NCCCOC(C)C)cc(Br)c1O	8	4	-4	-4	0.7	1	5	2	-1
C/C(=N\Nc1nc2ccccc2[nH]1)c1ccc(N2CCOCC2)cc1	7	7	-13	2	-0.6	-2	6	-2	2
O=C(c1ccccc1)c1ccc(Cn2cc(-c3ccccc3)nn2)cc1	5	6	-1	-2	-5.2	5	1	1	4
